NSD2 block – blocks human NSD2 histone methyltransferase activity. hit rate 0.07% among 44,000. inhibition, % at 12.5 µM. NSD2-SET H3K36me1 DELFIA fluorescence, biochemical; in the data active = inhibition above about 54%, passing the limit was not always enough;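 also: inhibitors reduce the monomethyl H3K36 fluorescence signal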
Target sequence (O96028 whole entry, looked up): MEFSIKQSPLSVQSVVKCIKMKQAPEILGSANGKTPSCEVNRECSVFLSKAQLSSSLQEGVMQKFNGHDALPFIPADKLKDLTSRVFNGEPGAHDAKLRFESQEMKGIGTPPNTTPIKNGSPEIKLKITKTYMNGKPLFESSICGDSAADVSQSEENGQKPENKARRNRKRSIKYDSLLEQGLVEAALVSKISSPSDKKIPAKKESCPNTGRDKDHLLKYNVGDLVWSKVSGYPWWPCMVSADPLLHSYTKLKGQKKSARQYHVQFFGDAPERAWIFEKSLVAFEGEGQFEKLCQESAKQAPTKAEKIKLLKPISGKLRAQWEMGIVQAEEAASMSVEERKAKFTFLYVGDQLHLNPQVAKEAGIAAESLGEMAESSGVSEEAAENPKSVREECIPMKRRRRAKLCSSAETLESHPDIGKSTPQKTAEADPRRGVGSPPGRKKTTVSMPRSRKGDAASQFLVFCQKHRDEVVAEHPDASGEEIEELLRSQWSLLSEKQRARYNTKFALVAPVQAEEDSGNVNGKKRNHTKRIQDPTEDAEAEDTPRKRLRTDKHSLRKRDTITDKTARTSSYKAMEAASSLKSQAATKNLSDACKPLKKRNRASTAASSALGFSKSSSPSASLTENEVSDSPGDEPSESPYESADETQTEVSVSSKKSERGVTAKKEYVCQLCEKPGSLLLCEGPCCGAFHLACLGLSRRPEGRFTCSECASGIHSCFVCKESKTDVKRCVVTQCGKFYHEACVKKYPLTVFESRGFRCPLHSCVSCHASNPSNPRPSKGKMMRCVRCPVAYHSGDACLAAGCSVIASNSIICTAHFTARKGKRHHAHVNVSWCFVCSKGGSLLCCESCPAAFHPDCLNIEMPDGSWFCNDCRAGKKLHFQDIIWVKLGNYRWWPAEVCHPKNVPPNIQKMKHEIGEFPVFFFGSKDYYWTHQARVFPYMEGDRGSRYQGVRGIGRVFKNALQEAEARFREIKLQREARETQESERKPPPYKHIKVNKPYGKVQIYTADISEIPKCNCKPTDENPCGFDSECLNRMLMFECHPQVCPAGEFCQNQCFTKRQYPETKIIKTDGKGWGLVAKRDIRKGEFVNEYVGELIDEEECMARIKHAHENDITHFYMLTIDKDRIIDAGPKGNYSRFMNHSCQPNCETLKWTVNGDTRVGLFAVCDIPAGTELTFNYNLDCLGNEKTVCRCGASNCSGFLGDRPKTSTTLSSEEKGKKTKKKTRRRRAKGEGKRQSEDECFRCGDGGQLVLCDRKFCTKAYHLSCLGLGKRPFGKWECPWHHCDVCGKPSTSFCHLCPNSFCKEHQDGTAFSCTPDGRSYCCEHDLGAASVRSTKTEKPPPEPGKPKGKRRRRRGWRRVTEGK
* marks the source's active call; other numbers are inactive results. A portion of the library; the hit share may differ from the screen's.

SMILES	NSD2 block
C[C@@H]1CN([C@@H](C)CO)C(=O)c2cc(NS(=O)(=O)c3ccc(F)cc3)ccc2O[C@@H]1CN(C)C(=O)Nc1ccc(C(F)(F)F)cc1	-4.5
C[C@@H]1CN([C@H](C)CO)C(=O)CCCn2nncc2CO[C@H]1CN(C)S(=O)(=O)c1cn(C)cn1	6.4
COc1ccc(S(=O)(=O)Nc2ccc3c(c2)C(=O)N([C@@H](C)CO)C[C@@H](C)[C@@H](CN(C)C(=O)Nc2ccc(F)cc2)OCCCC[C@@H](C)O3)cc1	7.0
C[C@@H]1CCCCO[C@@H](CN(C)C(=O)CCCN(C)C)[C@H](C)CN([C@H](C)CO)C(=O)c2cc(NC(=O)Nc3ccc(F)cc3)ccc2O1	11.4
COc1ccc(NC(=O)N(C)C[C@@H]2Oc3ncc(C#C[C@@H](C)O)cc3C(=O)N([C@@H](C)CO)C[C@@H]2C)cc1	-6.5
C[C@@H]1CN([C@H](C)CO)C(=O)c2cc(NC(=O)CCCN(C)C)ccc2O[C@H]1CN(C)C(=O)Nc1ccccc1	1.7
CC(C)NC(=O)N(C)C[C@@H]1Oc2ncc(C#CCC3CCCC3)cc2C(=O)N([C@H](C)CO)C[C@H]1C	-3.5
O=C(C[C@H]1C[C@H]2c3cc(NC(=O)NC4CCCC4)ccc3O[C@H]2[C@@H](CO)O1)NCc1ccc(Cl)cc1	1.4
CCCC#Cc1ccc2c(c1)O[C@H](CN(C)CCC)[C@@H](C)CN([C@H](C)CO)S2(=O)=O	-1.4
C[C@@H]1CCCCO[C@@H](CN(C)S(=O)(=O)c2cn(C)cn2)[C@H](C)CN([C@@H](C)CO)C(=O)c2cc(NC(=O)NC3CCCCC3)ccc2O1	3.2
C[C@@H]1CN([C@H](C)CO)C(=O)Cc2cc(NC(=O)CCC(F)(F)F)ccc2O[C@@H]1CN(C)S(=O)(=O)c1ccc(F)cc1	-3.0
CC(C)C#Cc1cnc2c(c1)C(=O)N([C@@H](C)CO)C[C@H](C)[C@@H](CN(C)C(=O)c1ccccc1)O2	-2.4
C[C@H]1CN([C@@H](C)CO)C(=O)Cc2cc(NC(=O)CCCCCC(=O)Nc3ccccc3N)ccc2O[C@@H]1CN(C)Cc1ccncc1	0.7
O=C(CCCCCC(=O)N/N=C/C1=CCCCC1)NO	8.4
CCn1c(C(=O)O)c(CC(=O)Nc2ccccc2F)c2ccccc21	-1.3
C[C@@H]1CN([C@H](C)CO)C(=O)c2cc(C#C[C@@H](C)O)cnc2O[C@H]1CN(C)Cc1cccc(F)c1	2.6
C[C@H]1CN([C@@H](C)CO)C(=O)c2cc(C#Cc3ccccc3F)cnc2O[C@@H]1CN(C)C(=O)C1CCOCC1	-3.3
C[C@H]1CN([C@@H](C)CO)C(=O)Cc2cc(NS(=O)(=O)c3ccc(F)cc3)ccc2O[C@@H]1CN(C)Cc1ccc(Cl)c(Cl)c1	-11.7
CC1CCN=C(N)S1 (stereo not drawn)	-0.4
C[C@@H]1CN([C@@H](C)CO)C(=O)c2cc(C#Cc3ccccn3)cnc2O[C@@H]1CN(C)Cc1ccccc1	7.0
Cc1noc(C)c1NC(=O)Nc1cccc2c1O[C@@H](CN(C)C(=O)Nc1cccc3ccccc13)[C@H](C)CN([C@@H](C)CO)C2=O	9.8
C[C@@H]1CN([C@@H](C)CO)C(=O)c2cc(NC(=O)NC3CCCCC3)ccc2O[C@H]1CN(C)C(=O)Nc1ccc2c(c1)OCO2	6.6
Cc1ccccc1/C=N/NC(=O)c1ccccn1	1.3
O=C(C[C@H]1C[C@@H]2c3cc(NC(=O)Nc4ccc(C(F)(F)F)cc4)ccc3O[C@@H]2[C@@H](CO)O1)NCc1cc(F)ccc1F	-8.7
CC(C)(C)NC(=O)C(COCc1ccccc1)OC(=O)c1ccccc1 (stereo not drawn)	-4.8
(list continues)
SMILES	NSD2 block
C[C@H](CO)N1C[C@H](C)[C@@H](CN(C)Cc2ccc(-c3ccccc3)cc2)Oc2ccc(N(C)C)cc2C1=O	1.5
C[C@H]1CN([C@@H](C)CO)C(=O)c2cccc(NC(=O)Nc3ccc4c(c3)OCO4)c2O[C@@H]1CN(C)S(=O)(=O)c1cn(C)cn1	1.1
C/C=C/c1ccc2c(c1)O[C@@H](CN(C)Cc1cccnc1)[C@@H](C)CN([C@H](C)CO)S2(=O)=O	-1.7
C[C@H]1CN([C@@H](C)CO)S(=O)(=O)c2ccc(Br)cc2O[C@@H]1CN(C)C(=O)CC1CC1	6.6
C[C@@H]1CN([C@@H](C)CO)C(=O)Cc2cc(NC(=O)Cc3ccccc3)ccc2O[C@H]1CN(C)Cc1ccncc1	-0.7
C/C=C/c1cnc2c(c1)C(=O)N([C@@H](C)CO)C[C@@H](C)[C@H](CN(C)Cc1cncnc1)O2	2.1
C[C@@H]1CCCCO[C@@H](CN(C)C(=O)CCC(F)(F)F)[C@@H](C)CN([C@H](C)CO)C(=O)c2cc(NC(=O)Nc3ccc4c(c3)OCO4)ccc2O1	-4.5
C[C@@H]1CN([C@@H](C)CO)C(=O)Cc2cc(NC(=O)CCC(F)(F)F)ccc2O[C@@H]1CN(C)Cc1ccc(C(=O)Nc2ccccc2N)cc1	-2.5
C[C@@H]1CCCCO[C@H](CN(C)C(=O)C2CCCCC2)[C@@H](C)CN([C@H](C)CO)C(=O)c2cc(NC(=O)Nc3cccc4ccccc34)ccc2O1	-5.6
CC(C)NC(=O)N(C)C[C@@H]1Oc2ccc(NC(=O)Nc3ccccc3)cc2C(=O)N([C@@H](C)CO)C[C@@H]1C	1.6
CC(C)(C)OC(=O)N1CCC[C@H]1/C=N/NC(=O)CCCCC(=O)NO	-2.4
COc1cccc(-c2cnc3c(c2)C(=O)N([C@H](C)CO)C[C@H](C)[C@H](CN(C)C(=O)Nc2cccc4ccccc24)O3)c1	-0.5
C[C@@H]1CN([C@H](C)CO)C(=O)c2cc(NS(=O)(=O)c3ccc(F)cc3)ccc2O[C@@H](C)CCCCO[C@@H]1CN(C)C(=O)Cc1ccccc1	1.4
C[C@@H]1CN([C@H](C)CO)C(=O)c2cc(NC(=O)CCC(F)(F)F)ccc2O[C@@H]1CN(C)CC1CCCCC1	-1.5
O=C(CC1CC1)Nc1ccc2c(c1)[C@@H]1C[C@H](CC(=O)N3CCCCC3)O[C@@H](CO)[C@@H]1O2	-2.7
C[C@@H]1CCCCO[C@H](CN(C)S(=O)(=O)c2ccc(F)cc2)[C@@H](C)CN([C@H](C)CO)C(=O)c2cc(NC(=O)Nc3ccc4c(c3)OCO4)ccc2O1	2.0
Cc1noc(C)c1NC(=O)Nc1ccc2c(c1)CC(=O)N([C@@H](C)CO)C[C@H](C)[C@H](CN(C)S(C)(=O)=O)O2	2.1
COc1ccc2c(c1OC)CN(C)CCc1cc3c(cc1C(=O)C2)OCO3	6.0
C[C@@H]1CN([C@@H](C)CO)C(=O)c2cc(NS(=O)(=O)c3ccccc3)ccc2O[C@@H]1CN(C)Cc1ccc(Cl)c(Cl)c1	-2.9
C[C@@H]1CN([C@H](C)CO)C(=O)c2cccc(NC(=O)NC3CCCCC3)c2O[C@@H]1CN(C)C(=O)Nc1ccc(F)cc1	-2.5
CC(C)(C)NC(=O)[C@H]1CC[C@H]2[C@@H]3CC[C@H]4NC(=O)C=C[C@]4(C)[C@H]3CC[C@]12C	2.3
C[C@@H]1CN([C@H](C)CO)C(=O)c2cc(C#CC3(O)CCCC3)cnc2O[C@H]1CN(C)C(=O)Cc1ccncc1	-5.1
C[C@@H]1CN([C@@H](C)CO)C(=O)c2cc(NC(=O)Nc3cccc4ccccc34)ccc2O[C@@H](C)CCCCO[C@H]1CN(C)Cc1ccccc1	7.5
COc1ccc(C#Cc2cnc3c(c2)C(=O)N([C@@H](C)CO)C[C@@H](C)[C@H](CN(C)C(=O)CN(C)C)O3)cc1	1.6
COc1ccccc1S(=O)(=O)N[C@@H]1C=C[C@H](CC(=O)NCc2cccc(F)c2)O[C@H]1CO	2.2

Shown field by field: 4 of the compounds above
COc1ccccc1S(=O)(=O)N[C@@H]1C=C[C@H](CC(=O)NCc2cccc(F)c2)O[C@H]1CO
  NSD2 block: 2.2

Cc1noc(C)c1NC(=O)Nc1ccc2c(c1)CC(=O)N([C@@H](C)CO)C[C@H](C)[C@H](CN(C)S(C)(=O)=O)O2
  NSD2 block: 2.1

C[C@@H]1CN([C@H](C)CO)C(=O)c2cccc(NC(=O)NC3CCCCC3)c2O[C@@H]1CN(C)C(=O)Nc1ccc(F)cc1
  NSD2 block: -2.5

C[C@H]1CN([C@@H](C)CO)C(=O)Cc2cc(NC(=O)CCCCCC(=O)Nc3ccccc3N)ccc2O[C@@H]1CN(C)Cc1ccncc1
  NSD2 block: 0.7

The listing continues:
SMILES	NSD2 block
C[C@H](CO)N1C[C@H](C)[C@H](CN(C)Cc2ccc(Cl)c(Cl)c2)Oc2c(NC(=O)c3ccncc3)cccc2C1=O	-2.9
C[C@@H]1CCCCO[C@@H](CN(C)CC2CC2)[C@@H](C)CN([C@H](C)CO)C(=O)c2cc(NS(=O)(=O)c3ccc(Cl)cc3)ccc2O1	-1.0
CC(C)C[C@H](NC(=O)[C@@H](O)[C@H](N)Cc1ccccc1)C(=O)O	18.8
CCN1CCCC1CNC(=O)C(NC(=O)c1ccc(C23CC4CC(CC(C4)C2)C3)cc1)C(C)C (stereo not drawn)	2.0
C[C@@H]1CN([C@@H](C)CO)C(=O)c2cc(C#Cc3cccc(F)c3)cnc2O[C@H]1CN(C)CC1CCCC1	9.0
COc1ccc(S(=O)(=O)N2CCN(Cc3cccc(OCCO)c3)CC2)cc1	-2.0
C[C@@H]1CCCCO[C@@H](CN(C)Cc2ccncc2)[C@H](C)CN([C@@H](C)CO)C(=O)c2cc(NC(=O)Nc3ccc(C(F)(F)F)cc3)ccc2O1	-7.8
C[C@@H]1CCCCO[C@H](CN(C)Cc2ccccc2)[C@@H](C)CN([C@H](C)CO)C(=O)c2cc(N(C)C)ccc2O1	1.0
COc1cccc(-c2ccc3c(c2)O[C@@H](CN(C)C(=O)C2CCOCC2)[C@H](C)CN([C@@H](C)CO)S3(=O)=O)c1	6.9
C/C=C/c1ccc2c(c1)O[C@@H](CN(C)C(=O)CN(C)C)[C@@H](C)CN([C@@H](C)CO)S2(=O)=O	9.1
CCCN(C)C[C@@H]1Oc2cc(C#Cc3cccc(F)c3)ccc2S(=O)(=O)N([C@H](C)CO)C[C@@H]1C	-0.5
Cc1noc(C)c1NC(=O)N(C)C[C@H]1Oc2ncc(C#CC3CCCCC3)cc2C(=O)N([C@@H](C)CO)C[C@@H]1C	-7.0
COCC(=O)N(C)C[C@H]1Oc2ncc(C#Cc3ccc(F)cc3)cc2C(=O)N([C@@H](C)CO)C[C@H]1C	-5.6
C[C@@H]1CN([C@@H](C)CO)C(=O)c2cc(NC(=O)Cn3cnnn3)ccc2O[C@@H]1CN(C)S(=O)(=O)c1ccc(Cl)cc1	1.6
COc1ccc(CN(C)C[C@H]2OCCCC[C@@H](C)Oc3ccc(NC(=O)NC4CCCCC4)cc3C(=O)N([C@@H](C)CO)C[C@@H]2C)cc1	26.8
COc1ncnc(NS(=O)(=O)c2ccc(N)cc2)c1OC	6.6
CC(C)NC(=O)Nc1ccc2c(c1)C(=O)N([C@H](C)CO)C[C@@H](C)[C@@H](CN(C)Cc1ccc3c(c1)OCO3)OCCCC[C@H](C)O2	-5.2
COc1ccc(S(=O)(=O)Nc2ccc3c(c2)CC(=O)N([C@H](C)CO)C[C@H](C)[C@@H](CN(C)C)O3)cc1	31.7
C[C@@H]1CN([C@H](C)CO)C(=O)c2cccc(NS(=O)(=O)c3cn(C)cn3)c2O[C@@H]1CN(C)Cc1ccc(C(=O)Nc2ccccc2N)cc1	1.8
C[C@@H]1CCCCO[C@H](CN(C)Cc2ccncc2)[C@@H](C)CN([C@@H](C)CO)C(=O)c2cc(NC(=O)Nc3ccc(F)cc3)ccc2O1	-1.6
Cc1noc(C)c1NC(=O)N(C)C[C@H]1Oc2c(NC(=O)c3cnccn3)cccc2C(=O)N([C@H](C)CO)C[C@H]1C	3.5
CC(C)NC(=O)Nc1ccc2c(c1)C(=O)N([C@@H](C)CO)C[C@H](C)[C@@H](CN(C)S(=O)(=O)c1ccccc1)O2	-0.8
COc1cc(O)c2c(=O)c(OC)c(-c3ccc(OC)c(OC)c3)oc2c1	-0.7
COc1ccc(-c2cnc3c(c2)C(=O)N([C@@H](C)CO)C[C@H](C)[C@@H](CN(C)S(C)(=O)=O)O3)cc1	-2.7
CCOc1cc(/C=C2\SC(=S)NC2=O)cc(Cl)c1OC(=O)c1ccc(OC)cc1	-3.4

Looked up by compound from the entries so far, 3 records:
SMILES	NSD2 block
C[C@@H]1CN([C@@H](C)CO)C(=O)c2cc(NC(=O)Cn3cnnn3)ccc2O[C@@H]1CN(C)S(=O)(=O)c1ccc(Cl)cc1	1.6
Cc1noc(C)c1NC(=O)N(C)C[C@H]1Oc2c(NC(=O)c3cnccn3)cccc2C(=O)N([C@H](C)CO)C[C@H]1C	3.5
COc1ccc(S(=O)(=O)N2CCN(Cc3cccc(OCCO)c3)CC2)cc1	-2.0

New compounds follow
SMILES	NSD2 block
C[C@@H]1CCCCO[C@@H](CN(C)C(=O)c2ccncc2)[C@H](C)CN([C@@H](C)CO)C(=O)c2cc(NS(=O)(=O)c3ccc(Cl)cc3)ccc2O1	4.9
C[C@H]1CN([C@@H](C)CO)C(=O)c2cc(C3=CCCC3)cnc2O[C@@H]1CN(C)C(=O)c1cccnc1	-0.2
C[C@H](CO)N1C[C@H](C)[C@@H](CN(C)C(=O)c2ccncc2)Oc2cc(C#Cc3ccncc3)ccc2S1(=O)=O	-3.1
C[C@@H]1CCCCO[C@H](CN(C)Cc2ccc(C(F)(F)F)cc2)[C@@H](C)CN([C@H](C)CO)C(=O)c2cc(NC(=O)CCCN(C)C)ccc2O1	3.0
COCC#Cc1cnc2c(c1)C(=O)N([C@H](C)CO)C[C@@H](C)[C@@H](CN(C)C(=O)Cc1ccncc1)O2	0.9
COCC#Cc1ccc2c(c1)O[C@H](CN(C)C(=O)COC)[C@@H](C)CN([C@@H](C)CO)S2(=O)=O	-3.1
Cc1ccc(O)c(/C=N/NC(=O)CCCCCCC(=O)Nc2ccccc2O)c1	10.5
CCCN(C)C[C@H]1Oc2cc(-c3ccc(OC)cc3)ccc2S(=O)(=O)N([C@@H](C)CO)C[C@H]1C	10.0

High-throughput results deposited in PubChem BioAssay by Broad Institute.
